From PubChem
mIAP act: increases mouse intestinal alkaline phosphatase activity; hit rate 0.24% among 330,000; muIAP, CDP-Star luminescence, 30 min; active compounds read high; 1 = vehicle-only enzyme signal, 0 = enzyme-free wells; activation factor at 10 µM;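 active = activation factor of at least 2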; also: the source names both 10 and 20 µM as test concentration; values of inactives mirror those of a sister screen read the other way
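Assay system: mouse IAP enzyme; Reagent: CDP-Star chemiluminescent phosphatase substrate; Compound: DMSO-dissolved test compounds; Incubation: 30 min, room temperature; Technique: luminescence from enzymatic CDP-Star hydrolysis; Controls: DMSO-only wells and no-enzyme negative control.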
mIAP inh: blocks mouse intestinal alkaline phosphatase. purified mouse IAP, CDP-Star luminescence, 30 min. inhibition, % at 10 µM. hit rate 0.2% among 330,000;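 active = inhibition of at least 40% at 10 µM in the primary screen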;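 also: plate controls were DMSO with enzyme for no effect and no enzyme wells for full effect; values of inactives mirror those of a sister screen read the other way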
ATG4B inh: inhibitors of human ATG4B cysteine protease; Q9Y4P1; ATG4B cleavage of LC3-PLA2, NBD-HPC fluorescence, 1 h; inhibition, % at 8.33 µM; hit rate 0.51% among 340,000; AID 504462; in the data active = inhibition above about 40%
Target sequence (Q9Y4P1 whole entry, looked up): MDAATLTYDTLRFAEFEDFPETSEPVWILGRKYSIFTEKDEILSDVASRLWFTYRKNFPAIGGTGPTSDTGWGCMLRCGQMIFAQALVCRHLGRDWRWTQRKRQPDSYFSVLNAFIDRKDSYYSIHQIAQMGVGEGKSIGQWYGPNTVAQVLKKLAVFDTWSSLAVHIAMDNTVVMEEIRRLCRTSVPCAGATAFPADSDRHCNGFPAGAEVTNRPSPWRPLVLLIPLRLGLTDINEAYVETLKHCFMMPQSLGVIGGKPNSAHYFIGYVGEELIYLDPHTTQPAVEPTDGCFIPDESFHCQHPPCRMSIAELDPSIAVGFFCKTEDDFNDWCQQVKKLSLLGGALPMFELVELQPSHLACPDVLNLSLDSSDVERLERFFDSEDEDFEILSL
TIM10 inh: growth inhibitors of TIM10 yeast strain; hit rate 1.4% among 330,000; inhibition, % at 10 µM; S. cerevisiae TIM10 strain growth, BacTiter-Glo luminescence, 24 h;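 active = inhibition of 40% or more at the single tested concentration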;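 also: wild-type TIM10 isogenic control strain grown at permissive 25 °C; 0% = DMSO yeast wells and 100% = minimal medium wells without yeast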
hIAP inh: human IAP inhibition; purified IAP, CDP-Star luminescence, 30 min; inhibition, % at 10 µM; hit rate 0.12% among 330,000; AID 2544;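 active = inhibition reaching a set limit with compound at 10 µM in the primary screen, cut at about 35% in these data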;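 also: plate controls were DMSO wells with enzyme for no effect and no-enzyme buffer wells for full effect; values of inactives mirror those of a sister screen read the other way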
Target sequence (P09923 whole entry, looked up): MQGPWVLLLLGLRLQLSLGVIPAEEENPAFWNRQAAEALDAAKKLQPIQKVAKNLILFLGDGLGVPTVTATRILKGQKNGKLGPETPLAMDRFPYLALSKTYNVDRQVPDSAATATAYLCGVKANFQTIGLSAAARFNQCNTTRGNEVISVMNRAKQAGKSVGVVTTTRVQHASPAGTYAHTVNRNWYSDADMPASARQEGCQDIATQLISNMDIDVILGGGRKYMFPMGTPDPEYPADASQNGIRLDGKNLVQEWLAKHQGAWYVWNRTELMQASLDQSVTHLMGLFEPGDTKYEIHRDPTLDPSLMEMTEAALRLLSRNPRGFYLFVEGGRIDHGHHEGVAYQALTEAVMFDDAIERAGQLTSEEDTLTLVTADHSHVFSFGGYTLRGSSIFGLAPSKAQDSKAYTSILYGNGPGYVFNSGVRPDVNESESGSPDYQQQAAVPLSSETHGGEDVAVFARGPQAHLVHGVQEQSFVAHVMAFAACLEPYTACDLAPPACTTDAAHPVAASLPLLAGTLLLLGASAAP
hIAP activ: increases human intestinal alkaline phosphatase activity | P09923 | purified human IAP, CDP-Star luminescence, 30 min; active compounds read high; 1 = vehicle-only enzyme, 0 = enzyme-free background | activation factor at 10 µM | hit rate 0.16% among 330,000;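 active = activation factor of the enzyme at least 2-fold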; also: the source names both 10 and 20 µM as test concentration; values of inactives mirror those of a sister screen read the other way
tim10-1 inh: tim10-1 yeast growth inhibition; S. cerevisiae tim10-1 ts strain growth, BacTiter-Glo, 24 h; inhibition, % at 20 µM; hit rate 2.2% among 330,000;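 active = inhibition of at least 40%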;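 also: mutant grown at 25 °C; 0% = DMSO wells with yeast and 100% = wells holding no yeast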
NALP3 yeast inh: inhibitors of NALP3 inflammasome in yeast. inhibition, % at 10 µM. Yeast reconstituted NLRP3/ASC/caspase-1, beta-gal luminescence, 24 h. hit rate 0.39% among 330,000;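 active = inhibition of 50% or more; inactive = inhibition below 50%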;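 also: plate controls were induced DMSO wells for no effect and uninduced yeast grown without galactose for full effect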
Apaf-1 inh: blocks human Apaf-1 apoptosome activity; O14727; reconstituted apoptosome caspase-3 activity, DEVD-Rh110 fluorescence; inhibition, % at 20 µM; hit rate 0.71% among 330,000; active = inhibition of at least 40% at 20 µM;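 also: plate controls were DMSO wells for no effect and DEVD-CHO caspase inhibitor wells for full effect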
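Assay system – apoptosome proteins · Medium – Hepes buffer, pH 7.5 · Also added – cytochrome c with DEVD-Rh110 · Timing – 30 min compound preincubation, 50 min activation, room temperature · Detection – Rh110 fluorescence, excitation 480 nm, emission 540 nm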
The depositor's hits bear a star; . = no result given.

SMILES	mIAP act	mIAP inh	ATG4B inh	TIM10 inh	hIAP inh	hIAP activ	tim10-1 inh	NALP3 yeast inh	Apaf-1 inh
O=C(Cn1c(NCCO)nc2ccccc21)NCC1CCCO1 (centres undefined)	1	-3	-5	9	6	0.94	0	17	1
CC(=O)OCCNC(=O)Cn1cnc2c1c(=O)n(C)c(=O)n2C	1	-3	-1	8	8	0.92	6	5	-2
O=C(O)CCc1nc2cc3ccccc3cc2[nH]1	1	-4	-7	0	-15	1.2	8	-2	-2
COc1cnc(-c2ccccc2)nc1Oc1cccc(C)c1	0.95	5	-2	-2	-18	1.2	-2	21	-7
Cc1ccc(C(=O)NC(Cc2c[nH]c3ccccc23)C(=O)O)o1 (centres undefined)	0.99	1	-2	-16	-3	1	-22	20	7
COc1ccc(NC(=O)c2sc3nc(C)nc(N4CCOCC4)c3c2C)c(OC)c1	1.1	-5	4	-6	-1	1	-3	7	-9
Cc1cccc(N2CCN(C(=O)CCS(=O)(=O)c3ccc4c(c3)NC(=O)CO4)CC2)c1C	0.99	1	-4	16	-23	1.2	-7	-9	1
CC(C)CC(C(=O)O)N1C(=O)C2C3C=CC(C2C1=O)C1C(=O)N(C(CC(C)C)C(=O)O)C(=O)C31 (centres undefined)	1	-4	-7	-11	0	1	-5	6	-11
C=C(C)CN(CC)C(=O)CCc1nnc(CCc2c[nH]c3ccccc23)o1	1	-3	-10	7	-19	1.2	23	8	7
CCC(Oc1ccc(C)cc1)C(=O)Nc1ccc2c(c1)n(C)c(=O)n2C (centres undefined)	0.99	1	-13	-1	-16	1.2	-14	2	6
CCOC(=O)c1c(NC(=O)c2c(-c3ccccc3)noc2C)sc(C)c1-c1ccccc1	1	-1	7	-5	-6	1.1	-18	10	12
O=S(=O)(N/N=C/c1ccc(N2CCOCC2)cc1)c1ccccc1	1.1	-6	-10	5	4	0.96	-8	18	-10
Cc1ccc[n+](CC(=O)c2ccc(Cl)cc2)c1	1	-1	0	3	-6	1.1	-14	17	2
Cc1ccc(C(=O)NCC(=O)Nc2ccc(S(=O)(=O)Nc3cc(C)nc(C)n3)cc2)cc1	1.1	-9	-5	5	-11	1.1	7	5	0
COc1ccc(/C=C/C(=O)NC(=S)NCC2CCCO2)cc1 (centres undefined)	0.91	9	-10	0	15	0.85	25	1	-3
S=c1[nH]nc(Cc2ccccc2)n1-c1cccc2ccccc12	0.92	8	-7	17	-16	1.2	7	16	-10
CCN(CCCNC(=O)CCc1nc(-c2ccc(C)cc2)no1)c1cccc(C)c1	1.2	-16	10	29	-2	1	31	21	22
CC(=O)N1CCN(c2ccc(NC(=O)c3ccc([N+](=O)[O-])cc3)cc2)CC1	1	-4	0	2	14	0.85	-7	19	-8
Nc1c(C(=O)Nc2nc3ccccc3s2)sc2nc(-c3cccs3)ccc12	0.81	19	11	7	-1	1	21	3	11
O=C1CC(=O)N(c2ccccc2)N1c1ccccc1	0.92	8	-3	1	-5	1.1	23	4	-4

Copied from the entries so far (5 entries):
SMILES	mIAP act	mIAP inh	ATG4B inh	TIM10 inh	hIAP inh	hIAP activ	tim10-1 inh	NALP3 yeast inh	Apaf-1 inh
S=c1[nH]nc(Cc2ccccc2)n1-c1cccc2ccccc12	0.92	8	-7	17	-16	1.2	7	16	-10
CCN(CCCNC(=O)CCc1nc(-c2ccc(C)cc2)no1)c1cccc(C)c1	1.2	-16	10	29	-2	1	31	21	22
CC(=O)N1CCN(c2ccc(NC(=O)c3ccc([N+](=O)[O-])cc3)cc2)CC1	1	-4	0	2	14	0.85	-7	19	-8
Nc1c(C(=O)Nc2nc3ccccc3s2)sc2nc(-c3cccs3)ccc12	0.81	19	11	7	-1	1	21	3	11
O=C1CC(=O)N(c2ccccc2)N1c1ccccc1	0.92	8	-3	1	-5	1.1	23	4	-4

(next part)
SMILES	mIAP act	mIAP inh	ATG4B inh	TIM10 inh	hIAP inh	hIAP activ	tim10-1 inh	NALP3 yeast inh	Apaf-1 inh
COc1cc(/C=C2\SC(=O)NC2=O)ccc1OCc1ccc(Cl)nc1	0.92	8	2	14	-4	1	-17	-1	6
Cc1c(CBr)[n+](=O)c2c(n1[O-])C(Br)CCC2Br (centres undefined)	1	-4	-3	-3	-42	1.4	2	22	-2
CC(=O)NCCc1ccc(S(=O)(=O)NC2OC(=O)c3ccccc32)cc1 (centres undefined)	1	-2	-1	3	-2	1	2	11	-4
CCC(=O)Nc1ccc(C(=O)CSc2nnc(-c3ccc(NS(C)(=O)=O)cc3)n2C)cc1OC	0.93	7	3	-107	-5	1.1	-8	6	5
Cc1cccc(Cn2c(=O)c3c(nc4n3CCCN4Cc3ccccc3)n(C)c2=O)c1	0.9	10	-10	55*	13	0.87	39	12	13
CC(=O)Nc1nnc(SCC(=O)NC2CC2)s1	0.94	6	1	6	2	0.98	-25	17	-3
O=C(Nc1ccc2c(c1)OCCO2)c1cccc(Br)c1	1.1	-7	-3	31	9	0.91	-2	52*	0
Cc1ccc(NC(=S)NNC(=O)c2c([N+](=O)[O-])c(C)nn2C)cc1	0.92	8	11	6	9	0.91	24	22	-1
CNC(=S)N(CCO)Cc1cc2cc3c(cc2[nH]c1=O)OCO3	0.92	8	3	2	-7	1.1	7	14	-2
CCC(=O)c1ccc(OCC(=O)O)c(OC)c1	1.1	-8	-2	5	0	1	-4	3	-11
CC[C@@H]1CCCCc2ccccc2[C@H](C(=O)C[C@H](O)CC(C)=O)OC1=O	1.1	-7	.	-7	-7	1.1	4	5	-9
CCNS(=O)(=O)c1ccc(NC(=O)Nc2cccc(OC)c2)cc1	1.7	-66	-10	7	0	1	10	9	6
CC(=O)Nc1ccc(S(=O)(=O)NC(C)C(=O)NC(C)c2ccccc2)cc1 (centres undefined)	1.2	-16	-8	-6	-6	1.1	-11	-5	-6
CCc1nnc(NC(=O)CN2CCN(Cc3cccc(F)c3)CC2)s1	1.1	-7	2	-2	8	0.92	-7	-11	12
COc1ccc(NC(=O)CSc2nccn2-c2cccc(OC)c2)cc1	1.1	-8	-11	10	2	0.98	23	20	-2
O=C(O)c1csc(-c2ccc(Cl)cc2)n1	1	-2	-7	-15	1	0.99	-1	11	5
O=c1oc2c(O)cccc2cc1-c1nc2ccccc2[nH]1	1.1	-6	-38	12	-30	1.3	-5	-7	-8
O=C(Oc1cc(=O)oc2c1c(=O)n1c3c(cccc23)CC1)c1ccc(F)cc1	0.97	2	4	47*	19	0.81	46*	58*	-6
CC1C(C#N)=C(N)OC2=C1C(=O)CC(C)(C)C2 (centres undefined)	0.97	3	-13	-22	2	0.97	10	13	-4
O=C(CSc1nnc(-c2ccc(Cl)cc2Cl)n1C1CCCCC1)NC1CCS(=O)(=O)C1 (centres undefined)	1	-1	-5	5	-4	1	12	20	2
Cc1cc(C)c(S(C)(=O)=O)c(NN)n1	1	-4	5	-9	-9	1.1	1	12	4
COc1cc(/C=C/C(=O)OCC(=O)c2c(N)n(C)c(=O)n(C)c2=O)ccc1OCC#N	1	-2	-13	-13	-10	1.1	3	4	-4
O=C(CCc1nnc2ccc(N3CCOCC3)nn12)Nc1ccc(F)cc1F	1	-4	6	4	24	0.77	0	5	7
CS(=O)(=O)Nc1cccc(-c2cn3ccccc3n2)c1	0.95	5	-1	3	-13	1.1	-16	15	-5
Cc1onc(-c2ccccc2)c1C(=O)NCCc1c[nH]c2ccccc12	1.1	-5	-6	29	-3	1	15	1	2
CC(C)C(=O)Nc1nnc(-c2ccccc2)o1	0.96	4	1	5	-8	1.1	7	17	12
CC/C(=N\NC(=S)Nc1cc(C)ccc1C)c1ccc(OC(F)F)cc1	0.95	5	-2	31	-21	1.2	58*	26	17
NC(=O)c1ccsc1NC(=O)CCS(=O)(=O)c1ccc(F)cc1	0.92	8	2	-1	-2	1	9	7	2
Cc1ccccc1C(=O)OCCN1CCOCC1	1	-1	-2	-2	11	0.89	-9	9	-9
CN1CCN(S(=O)(=O)c2ccc(-c3ccccc3)cc2)CC1	0.99	1	2	-6	0	1	16	18	8
COc1cc(C2Nc3ccccc3C(=O)N2c2ccc3c(c2)OCCO3)ccc1OCC(C)C (centres undefined)	1.1	-5	16	8	4	0.96	13	21	14
CCCNC(=O)Cn1nc(C(F)(F)F)c2c1CCC2	1.1	-12	8	-7	4	0.95	8	14	5
Cc1nc2c(-c3ccc(F)cc3)c(C)nn2c(C)c1CCC(=O)N1CCN(c2ccc(F)cc2)CC1	1.1	-12	-7	21	-3	1	35	21	28
Cc1cc([N+](=O)[O-])nn1Cc1noc(C(=O)NCCc2ccccn2)n1	1	-2	7	-2	-21	1.2	2	25	-2
COCCCNC(=O)c1cc(C)nn1-c1ccccc1	1	-1	-4	-22	6	0.94	-1	8	-10
COCc1ccc(C(=O)N2CCCC(CNC(=O)c3ccc(F)cc3)C2)o1 (centres undefined)	1	0	-3	-9	-29	1.3	-13	11	-4
C=C1c2ccccc2NC(=O)N1c1ccc(C)cc1	1.1	-6	-6	-9	-17	1.2	0	15	2
COc1ccc(S(=O)(=O)Nc2cccc3c2O[C@H](CN(C)S(=O)(=O)c2cn(C)cn2)[C@@H](C)CN([C@H](C)CO)C3=O)cc1	1.1	-9	-1	7	4	0.96	-6	23	-6
COc1ccc(C)cc1NC(=O)CSc1nnc2ccc(-c3ccccn3)nn12	1	0	-1	-11	17	0.83	11	11	3
Cc1cc(Cl)ccc1NC(=O)Nc1c(C)n(-c2ccccc2)c(=O)n1C	0.95	4	-17	3	27	0.73	8	6	-8
CCCCNC(=O)c1onc(CSc2cccc(F)c2)c1C(=O)O	0.94	6	-1	0	3	0.97	-15	12	-3
Cn1nc(C(=O)NC2CCCC2)c2ccccc2c1=O	0.95	5	3	12	14	0.86	9	8	2
CC[C@@H]1C=C(C(=O)O)[C@H](c2cccc(C)c2)N1S(=O)(=O)c1ccc(C)cc1	0.94	6	-8	5	-7	1.1	20	16	-1
O=C(COC(=O)c1ccc(CN2CCCC2=O)cc1)Nc1ccc(F)cc1	0.89	11	-2	4	-7	1.1	22	1	-7
N/C(=N\OC(=O)C12CC3CC(CC(C3)C1)C2)c1ccccn1	0.96	4	0	41*	2	0.98	62*	13	4
O=C(Nc1nn(Cc2ccc(Cl)cc2)cc1Br)c1ccc(COc2ccccc2Cl)o1	1.1	-6	35	2	-9	1.1	18	9	33
O=C(CSc1n[nH]c(-c2cccs2)n1)NC1CCS(=O)(=O)C1 (centres undefined)	0.92	8	3	1	8	0.92	4	20	-4
O=C(Cc1nn[nH]n1)Nc1cc(Cl)cc(Cl)c1	0.99	1	1	6	-13	1.1	26	17	2
Cc1nc2cc(-c3cccc(F)c3)nn2c(N2CCN(C(=O)c3ccco3)CC2)c1C	0.97	3	-4	3	4	0.96	7	23	27
CCOc1ccc(S(=O)(=O)NCCCN2CCCC2=O)cc1	1	-5	-2	-4	-13	1.1	-7	0	2
The listing continues.
SMILES	mIAP act	mIAP inh	ATG4B inh	TIM10 inh	hIAP inh	hIAP activ	tim10-1 inh	NALP3 yeast inh	Apaf-1 inh
OC(COCc1ccc(Cl)cc1)CN1CCc2ccccc2C1 (centres undefined)	1	-2	2	8	2	0.98	-12	21	-3
CCO/C=C/C(=O)N(C)CCC#N	1.2	-16	-1	-8	-6	1.1	20	14	0
CCC(C(=O)NCc1ccccn1)n1c2ccccc2c2nc(=O)cc(C)n21 (centres undefined)	0.92	8	-2	5	-2	1	18	11	-2
CCOC(=O)c1[nH]c2ccc(Br)cc2c1NC(=O)CCN1CCOCC1	1.1	-8	-4	-8	4	0.96	-15	10	-4
COc1ccc(N(CC(=O)NCc2ccccc2Cl)S(=O)(=O)c2c(C)noc2C)cc1	1.1	-13	27	-2	-13	1.1	36	15	-3
C/C(=N\NC(=O)c1ccccc1)c1ccc(NC(=O)c2cccs2)cc1	1.1	-6	-1	22	-1	1	20	15	-143
